# Bioassay records (PubChem)
# TDP1 cell noCPT – qHTS for Inhibitors of human tyrosyl-DNA phosphodiesterase 1 (TDP1): qHTS in cells in absence of CPT; Potency, µM (series often up to 46.2 µM), without a hit: at the top dose activity change, negative = growth inhibition, actives largely listed as inhibitors; DT40 Tdp1-/- hTDP1 cells, no CPT, ATP luminescence, 48 h; 420,000 tested, 15% active; AID 686978, 2013; active = well fitted inhibition curve with a large enough effect; inconclusive = small, poorly fitted or top-dose-only effect; also: nearly all actives have a fitted effect of over 55% in size
#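 Stably hTDP1-transfected Tdp1-null chicken DT40 cells were treated with library compounds minus camptothecin and grown for at least 48 hr at 37 °C, after which cellular ATP was quantified by luminescence.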
# Active calls of the source: *; ? = inconclusive; [ ] = remark or other dose. % is scaled to controls: 0 for no effect and ±100 for the full control effect; potency is read from the fitted curve at half-maximal effect. An excerpt; rates above refer to the full screens.
Compound | TDP1 cell noCPT
CC(C)[C@@H](CO)NC(=O)[C@H]1O[C@@H](n2cnc3c(N)ncnc32)[C@H](O)[C@@H]1O | -1.2%
CCCC(=O)N1CCC1(C)C(=O)NS(=O)(=O)c1ccc(Cl)cc1 (centres undefined) | -1.3%
Cc1cccc(C)c1-n1nnnc1C(c1ccccc1)N1CCN(C/C=C/c2ccccc2)CC1 (centres undefined) | 16.4µM*
CN(Cc1ccccc1)Cc1cc(=O)oc2ccc3ccccc3c12 | 18.4µM*
Cc1cc(O)c(C(C)C)cc1N=Cc1ccc(N(C)C)cc1 | 5.17µM*
CCCCNC(=O)C1(C)CCCCN1C(=O)c1c(Cl)cccc1Cl (centres undefined) | 13µM*
O=C1NC2C3CC(c4ccccc43)C12 (centres undefined) | -7.2%
COc1ccc(C(Cl)=C(C=O)c2ccc(OC)c(OC)c2)cc1OC | ?
C[C@@H]1CN([C@H](C)CO)S(=O)(=O)c2ccc(C#CCN(C)C)cc2O[C@@H]1CN(C)Cc1ccccc1F | ?
CCc1noc(C)c1C(=O)N1CCOc2ccc(CN3CCN(c4ccccn4)CC3)cc2C1 | -2.9%
COc1ccc(OC)c(C(O)c2ncc(-c3cccc4ccccc34)[nH]2)c1 (centres undefined) | 25.9µM*
COc1cccc(C(=O)N(Cc2cc3cc4c(cc3nc2N(C)C)OCO4)CC2CCCO2)c1 (centres undefined) | -14.4%
N#Cc1c(NC(=O)CSc2ncccn2)oc(-c2ccccc2)c1-c1ccccc1 | -13.3%
Cc1nc(C(C)NC2CCN(c3cccc(NC(=O)c4ccncc4)c3)CC2)cs1 (centres undefined) | -21.4%
CN=c1sc2c(n1C)C(=O)c1ccccc1C2=O | 5.8µM*
Cc1ccc(S(=O)(=O)NN=C2CCCc3ccccc32)cc1 | ?
CCCNC1(C(N)=O)CCN(Cc2ccccc2)CC1 | 2.0%
O=C1CC[C@H](C(=O)N2CCCCC2)N1 | -2.5%
Cc1nc2ccc(C(=O)N(C)Cc3ccco3)cn2c1N(C)CC1CCCCC1 | 13µM*
CN(C)c1ccc(N=Nc2ccc(S(=O)(=O)O)cc2)cc1 | 1.1%
CCCCNC(=O)C1(C)CCCCN1C(=O)c1ccc2ccccc2n1 (centres undefined) | ?
NC(C(=O)O)C1ON=C(Cl)C1O (centres undefined) | 5.8µM*
CCCCCCCOc1ccc(CC(=O)NO)cc1 | 10µM*
O=C(O)c1ccc(C=NN=C2c3ccccc3-c3ccccc32)cc1 | -21.6%
O=C(Nc1ccc(F)c(Cl)c1)c1cc(C2CCCCN2C(=O)c2ccc(Cl)cc2)on1 (centres undefined) | 20.6µM*
O=C(CC[C@H]1O[C@@H](n2cnc3c(NC(=O)c4ccccc4)ncnc32)[C@H](O)[C@@H]1O)NCc1cccs1 | 16.6%
CCOC(=O)c1c(-c2cc(OC)c(OC)c(OC)c2)csc1N | ?
CCN(C(=O)COC(=O)CNS(=O)(=O)c1ccc(C)cc1)C1CCS(=O)(=O)C1 (centres undefined) | 4.7%
Cc1cc(Br)cn2c(Cc3cccc(F)c3)c(-c3ccccc3)nc12 | 18.4µM*
CCOC(=O)C1=CCC2C(=O)N(CC)C(=O)C12 (centres undefined) | 2.7%

# As entered above.
# TDP1 cell noCPT result of `O=C1CC[C@H](C(=O)N2CCCCC2)N1` : -2.5%
# TDP1 cell noCPT result of `O=C1NC2C3CC(c4ccccc43)C12` (centres undefined) : -7.2%
# TDP1 cell noCPT result of `CCN(C(=O)COC(=O)CNS(=O)(=O)c1ccc(C)cc1)C1CCS(=O)(=O)C1` (centres undefined) : 4.7%
# TDP1 cell noCPT result of `CN(Cc1ccccc1)Cc1cc(=O)oc2ccc3ccccc3c12` : 18.4µM*
# TDP1 cell noCPT result of `CCOC(=O)C1=CCC2C(=O)N(CC)C(=O)C12` (centres undefined) : 2.7%

# (further entries)
Compound | TDP1 cell noCPT
CN(C)c1ccc(/C=C/c2ccnc3ccc(Cl)cc23)cc1 | 12.6µM*
O=C(Cc1cccc2ccccc12)NN=Cc1ccc2c(c1)CCC2 | 20.6µM*
CC(C)(C)S(=O)N1Cc2cc(C(=O)NCC(F)(F)F)nc(-c3cccc(-c4cccc(F)c4)c3)c2[C@@H]1CCO (some centres undefined) | 18.4µM*
CSCCC(NC(=O)c1ccc(Cl)cc1Cl)C(=O)N1CCN(C(=O)c2ccccc2)CC1 (centres undefined) | -4.8%
CN1CCCC(C)(C(=O)Nc2ccc(-n3cccc3)cc2)C1 (centres undefined) | -15.7%
CCOc1ccc(/C(O)=C2\C(=O)C(=O)N(c3ccccn3)C2c2ccccc2F)c(C)c1 (centres undefined) | ?
Cc1cc(=O)oc2c(CN3CCCCC3)c(O)ccc12 | ?
c1ccc(Oc2cccc(Oc3ccccc3)n2)cc1 | -0.8%
CCCNC(=O)C1(C)CCCN(C(=O)c2oc3ccccc3c2C)C1 (centres undefined) | ?
C[C@H](O)[C@@H]1CN2CCc3c([nH]c4ccccc34)[C@@H]2C[C@@H]1N(C)C(=O)Nc1ccc(F)cc1 | ?
COc1cccc(NC(=O)CN(C)C(=O)c2ccc(NC(=O)CC3SC(N4CCCC4)=NC3=O)cc2)c1 (centres undefined) | -23.5%
CC1COC(=C2C(=O)OCC2C)C1 (centres undefined) | 3.8%
OCC[C@@H]1C[C@H](O)[C@@H](O)[C@]2(OCc3cc(C(F)(F)F)ccc32)O1 | 3.1%
CC1(C)OC(=O)C2=C(C[C@@H](C3CCCC3)O[C@H]2c2ccc(Cl)cc2)O1 | ?
O=C(Nc1cccc(Oc2ccccc2)c1)C1Cc2c(-c3cccc(F)c3)ccnc2O1 (centres undefined) | ?
COc1cccc(C(=O)NCC2Cc3c(F)ccc(-c4ncccn4)c3O2)c1OC (centres undefined) | ?
C[C@H](CO)N1C[C@H](C)[C@H](CN(C)Cc2ccc(Oc3ccccc3)cc2)Oc2cc(Br)ccc2S1(=O)=O | ?
CCC(=O)OC(OP(=O)(CCCCc1ccccc1)CC(=O)N1C[C@H](C2CCCCC2)C[C@H]1C(=O)O)C(C)C (some centres undefined) | -5.3%
COc1ccc(OC)c(-c2cc(Cl)c3c(c2)CC(CNC(=O)[C@@H]2CCCN2C(C)=O)O3)c1 (some centres undefined) | -15.4%
O=C(CN1C(=O)c2ccccc2C1=O)NC1(C(=O)O)CCCC1 | -6.3%
COc1ccc(CN(C)C(=O)CCC(=O)N2CCN(S(=O)(=O)c3ccc(Cl)cc3)CC2)c(OC)c1 | ?
O=C(CN1C(=O)NC2NC(=O)NC21)NC1CCCCC1 (centres undefined) | 23.7%
O=C(NCCCCCCCCNC(=O)c1cccc2ccccc12)c1cccc2ccccc12 | ?
CCOc1ccccc1CNn1cnnc1 | -0.5%
CCOC(=O)[C@@H]1[C@H]2COc3cc(OC)ccc3[C@@H]2N2C(=O)N(c3ccc(Br)cc3)C(=O)[C@]12C | ?
C/C(=C\C(=O)c1ccc(Cl)cc1)Nc1ccc(Br)cc1 | -28.2%
CCOC1=C2[C@@H](CN(S(=O)(=O)c3ccc(C)cc3)[C@H]2c2cccc3ccccc23)[C@H]2C(=O)N(C3CCCCC3)C(=O)[C@H]2C1 | 10.3µM*
CC(C(=O)NCc1ccccc1)n1c(CSCCOc2ccccc2)nc2ccccc21 (centres undefined) | ?
O=C(NCCc1cccs1)c1ccc(CS(=O)Cc2cccc(Cl)c2)o1 (centres undefined) | ?
O=C(NCc1nnnn1-c1ccc(F)cc1)c1cc2ccccc2o1 | -0.4%
Cc1csc(=O)n1CCC(=O)OCC(=O)N(C)c1c(N)n(Cc2ccccc2)c(=O)[nH]c1=O | -12.9%
CC(C)C[C@@H](CN1CCC[C@H]1CN1C(=O)C(=O)NC[C@@H]1Cc1ccc(O)cc1)N1C[C@H](Cc2ccc(O)cc2)N(CCc2ccccc2)C(=O)C1=O | -13.8%
CCOc1cc(N2CCOCC2)c(OCC)cc1NC(=O)CN1C(=O)NC(C)(c2ccc(OC)cc2)C1=O (centres undefined) | 9.1%
CN(C)CCOC1=Cc2ccccc2Sc2ccc(Cl)cc21 | ?
O=C(c1cccs1)N1C[C@H](n2cc(C3CC3)nn2)[C@@H](O)C[C@@H]1c1ccccc1 | -26.4%
O=C1C(=Cc2ccc(F)cc2)Cc2ccccc21 | ?
Cc1ccccc1OCCC(=O)OCC(=O)c1c(N)n(CC(C)C)c(=O)n(C)c1=O | ?
O=C(/C=C/[C@H]1O[C@@H](n2ccc(=O)[nH]c2=O)[C@H](O)[C@@H]1O)NCc1ccco1 | -2.3%
Cc1nc2ccccc2nc1CN1CCOc2ccc(CN3CCc4sccc4C3)cc2C1 | -9.0%
CCOC(=O)/C=C1/SCC(=O)N1CC(=O)c1ccc[nH]1 | -4.0%
COc1ccccc1-c1cnc2c(c1)C(=O)N([C@@H](C)CO)C[C@@H](C)[C@@H](CN(C)C(C)=O)O2 | 2.0%
Nc1cc(=O)n(Cc2ccco2)c(=S)[nH]1 | -9.5%
CCCCNC(=O)C1(C)CCCCN1C(=O)c1cccs1 (centres undefined) | -17.4%
CCc1nc2ccc(C(=O)NCc3ccc(OC)cc3)cn2c1N(CCC(C)C)CCN(C)C | 16.4µM*
C=C1[C@@H](CCO)N(S(=O)(=O)C(C)(C)C)C[C@@H]1C | -7.8%
O=C(C1CCN(S(=O)(=O)c2cccc3cccnc23)CC1)N1CCN(Cc2ccccc2)CC1 | ?
Cc1cccc(C)c1NC(=O)C1(C)CSCC(=O)N1CCCn1ccnc1 (centres undefined) | 10.4%
CCOC(=O)C1=C[C@@H](C2CCCC2)N(S(=O)(=O)c2ccc([N+](=O)[O-])cc2)[C@H]1c1ccccc1 | 11.6µM*
CCCCN(C(=O)c1cc(S(=O)(=O)N2CCOCC2)ccc1F)c1c(N)n(CCCC)c(=O)[nH]c1=O | 0.4%
COc1ccc(C(=Cc2ccccc2[N+](=O)[O-])C(=O)O)cc1 | -8.2%
Cc1cccc(C)c1-n1nnnc1C(C1CC1)N1CCN(C/C=C/c2ccccc2)CC1 (centres undefined) | ?
COc1cccc(-c2ccc3nccn3c2)c1 | -16.7%
N#CC1(C#N)OC12CCS(=O)(=O)c1ccccc12 (centres undefined) | ?
O=c1[nH]c(C(F)(F)F)nc2c1nc1n2CCC1 | -8.1%
COC(=O)CCCC(=O)N(C)CC1CCCN(CCc2ccccc2C)C1 (centres undefined) | ?
Cc1cccc(C)c1-n1nnnc1C1(C)CCC(=O)N1CCCN1CCOCC1 (centres undefined) | 4.0%
O=C(Nc1ccccc1)c1cc(C2COCCN2C(=O)CCCc2ccccc2)on1 (centres undefined) | ?
CC1=C(C(=O)N(C)C)CC(CC(=O)NC2CCCC2)C(=O)N1CCCN1CCCC1=O (centres undefined) | 9.1%
O=C(O)C1CCC(C(=O)O)SS1 (centres undefined) | 8.3%
COc1ccc(Cl)c2sc(N(CCN(C)C)C(=O)C3=COCCO3)nc12 | ?

# Looked up by compound from above (4):
Compound | TDP1 cell noCPT
COc1ccc(Cl)c2sc(N(CCN(C)C)C(=O)C3=COCCO3)nc12 | ?
C=C1[C@@H](CCO)N(S(=O)(=O)C(C)(C)C)C[C@@H]1C | -7.8%
Cc1cccc(C)c1-n1nnnc1C1(C)CCC(=O)N1CCCN1CCOCC1 (centres undefined) | 4.0%
COc1ccc(C(=Cc2ccccc2[N+](=O)[O-])C(=O)O)cc1 | -8.2%

# Next part:
Compound | TDP1 cell noCPT
O=S1(=O)c2ccccc2C(O)(c2ccccc2)c2ccccc21 | -10.6%
Cc1ccc(CN2CCC2(C)C(=O)NC(C)C)cc1 (centres undefined) | ?
CCCCC(=O)NC(c1ccc(Cl)cc1)c1ccc2cccnc2c1O (centres undefined) | 1.16µM*
CCOC(=O)C(Cc1ccccc1)C1(C)Oc2ccccc2O1 (centres undefined) | -2.8%
COCc1ccc(CN2Cc3cc(Cl)ccc3OC(C)C2)o1 (centres undefined) | -17.3%
O=C(O)c1c2c(nc3ccc(S(=O)(=O)N4CCC(C(=O)NCc5ccccc5)CC4)cc13)CCCC2 | -3.3%
Cc1cccc(C)c1NC(=O)C(c1ccccc1)N1CCC2(CC1)OCCO2 (centres undefined) | -17.6%
NC(=O)c1cc[n+](CC2=C(C(=O)[O-])N3C(=O)[C@@H](NC(=O)Cc4cccs4)[C@H]3SC2)cc1 | -19.5%[21.1 µM]
CCN1C(=O)/C(=C2\C=Cc3ccccc3N2CC)OC1=S | -18.7%
Cc1ccc(NC(=O)NC(=O)COC(=O)c2ccc(O)cc2O)c(C)c1 | ?
O=C(O)C(NC(=O)c1ccccc1)=C(Cl)Cl | -1.2%
Cc1ccc(Cc2c(-c3ccc(F)cc3)nc3c(C)cc(Br)cn23)cc1 | 16.4µM*
COc1ccccc1N(CC(=O)NCCSCc1ccccc1)S(=O)(=O)c1ccccc1 | 23.1µM*
CC(=O)c1ccc(OC2(C)CCN(Cc3csc4ccccc34)C2)cc1 (centres undefined) | ?
Cc1cccnc1C(c1ccc(F)cc1)N(C)C(=O)C1CCN(CCOc2ccc(Cl)cc2Cl)CC1 (centres undefined) | 20.6µM*
O=C(Cc1ccccc1F)Nc1cccc(S(=O)(=O)N2CCCCC2)c1 | 20.6µM*
CCc1c(N)nc(N)nc1Nc1ccc(C)c(C)c1 | 14.6µM*
CC(C)NC(=O)C1(C)CCCN1Cc1csc2ccccc12 (centres undefined) | ?
CCOC(=O)C1CCCN(C(=O)c2cnn(-c3ncc4c(n3)-c3ccccc3CC4)c2C)C1 (centres undefined) | -6.0%
Cc1sc(NC(=S)NC(=O)c2ccccc2)c(C#N)c1C | ?
COc1ccc(C=O)c(-c2c(CCO)sc3ccccc23)c1 | ?
Nc1ccn([C@@H]2O[C@H](CN=C3NS(=O)(=O)c4ccccc43)[C@@H](O)[C@H]2O)c(=O)n1 | 5.0%
O=C(Nc1cccc(C(F)(F)F)c1)c1csc([C@H]2C[C@H](O)[C@@H](CO)O2)n1 | ?
